Screens as filed in PubChem.
D3 ag: activates the human D3 dopamine receptor. P35462. D3R DiscoveRx beta-arrestin cells, luminescence, 90 min. max activation, %. hit rate 0.58% among 410,000; in the data active = max activation above about 30%; also: 0% is about no effect; mostly tested at two doses, the higher about 12 µM
Target sequence (P35462 whole entry, looked up): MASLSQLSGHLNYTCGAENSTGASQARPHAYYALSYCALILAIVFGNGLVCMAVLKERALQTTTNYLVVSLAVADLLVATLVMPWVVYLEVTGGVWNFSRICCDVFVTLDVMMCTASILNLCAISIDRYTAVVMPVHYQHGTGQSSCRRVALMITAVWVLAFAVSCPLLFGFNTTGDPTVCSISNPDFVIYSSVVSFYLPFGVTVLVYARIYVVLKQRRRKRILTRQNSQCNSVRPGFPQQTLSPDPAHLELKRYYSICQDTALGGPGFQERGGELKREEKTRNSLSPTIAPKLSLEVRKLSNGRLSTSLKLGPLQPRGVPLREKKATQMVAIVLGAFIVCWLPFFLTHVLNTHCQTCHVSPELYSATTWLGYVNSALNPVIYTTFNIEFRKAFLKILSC
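Agonist-mode cell screen: cells plated at 1500/well and incubated overnight at 37 °C, then exposed to library compounds for 90 min at 37 °C. Detection reagent was added for 30–60 min at room temperature, and luminescence was read.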
IL-1B inflam inh: blocks inflammasome-driven IL-1 beta release. THP-1 LPS/ATP IL-1B secretion, AlphaLISA, 16 h; hits give low values. activity change, % at 57.5 µM. hit rate 4.7% among 360,000. AID 743279; in the data active = activity change below about -50%; inconclusive = mostly about -30% to -49%; also: % is scaled to controls: 0 for no effect and ±100 for the full control effect
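Secreted IL-1B measured by AlphaLISA bead assay after 16 h compound exposure of THP-1 cells; compounds (final up to 57.5 uM) added 1 h before LPS (250 ng/mL) and ATP (1.25 mM) stimulation; lower signal means less secretion.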
HT1080 IDH1KD tx: toxicity to HT-1080 IDH1 knockdown cells (counter line); Potency, µM (series often up to 46.1 µM), for inactives: at the top dose activity, negative = toxicity, usual class: cytotoxic; AID 686971; HT-1080 IDH1 knockdown viability, ATP luminescence, 48 h; hit rate 2% among 360,000;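 also: potency is read from the fitted curve at half-maximal effect; 0% = DMSO wells and -100% = cell-free medium wells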
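Knockdown cells (IDH1KD HT-1080) received compounds 2 h after plating at 750 cells/well and were kept 48 h at 37 °C in 5% FBS RPMI. A CellTiter-Glo luminescence read gave % activity for curve fitting.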
MCF10A rereplic: DNA re-replication induction in MCF 10a cells; MCF 10A DNA re-replication, Hoechst nuclear intensity, 48 h; Potency, µM (doses to about 46.1 µM), without a hit: at the highest dose activity, positive = re-replication, actives largely listed as activators; hit rate 2.9% among 350,000; AID 624296; also: potency is read from the fitted curve at half-maximal effect; % of control where 0% means no effect; nearly all actives have a fitted effect of over 50% in size
SW480 rerep: induces DNA re-replication in SW480 colon adenocarcinoma cells | SW480 DNA re-replication, Hoechst DNA content imaging, 48 h | Potency, µM (highest dose often 46.1 µM), for the others: top-dose re-replication activation, most hits filed as activators | hit rate 1.8% among 340,000; also: potency is read from the fitted curve at half-maximal effect; % of control where 0% means no effect; nearly all actives have a fitted effect of over 55% in size
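Quantitative HTS format with DMSO vehicle controls; 48 hr drug incubation at 37 C, then 40 min Hoechst staining and scanning imager measurement at 405 nm excitation.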
HT1080NT lethal: kills 2HG-producing HT-1080-NT fibrosarcoma cells. HT-1080-NT fibrosarcoma viability, CellTiter-Glo ATP luminescence, 48 h. Potency, µM (top dose mostly 46.1 µM), inactives show top-dose activity, negative = less viability, most hits filed as cytotoxic. hit rate 1.6% among 360,000. AID 686970;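 also: NT is the 2HG producing partner of a matched IDH1 knockdown line; potency is read from the fitted curve at half-maximal effect; 0% = DMSO-treated cells and -100% = media-only wells without cells; nearly all actives have a fitted effect of over 55% in size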
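A 48-hour cytotoxicity screen used HT-1080-NT cells plated 2 hours before compound delivery. ATP-based CellTiter-Glo luminescence measured viability, normalized to DMSO and no-cell controls.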
KB-V1 cytotox: kills drug-selected multidrug resistant KB-V1 cells. KB-V1 MDR cells viability, CellTiter-Glo, 72 h. Potency, µM (series often up to 46.1 µM), for the others: top-dose activity change, negative = cytotoxicity, most hits filed as cytotoxic. hit rate 3.4% among 400,000. AID 1347076; also: potency is read from the fitted curve at half-maximal effect; % is scaled to controls: 0 for no effect and ±100 for the full control effect; nearly all actives have a fitted effect of over 60% in size
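Readout: CellTiter-Glo luminescence, 10 min after addition. Cells: KB-V1 MDR subline, 72 h at 37 degrees C with compound. Analysis: corrected, normalized data fitted to concentration-effect curves.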
GLP1R cytotox: cytotoxic in the GLP-1 receptor inverse agonist counter-screen. HEK293 cAMP-luciferase reporter cells, luminescence, 24 h. Potency, µM (series often up to 38.3 µM), for inactives: top-dose activity change, negative = inhibition, hits mostly inhibitors. hit rate 0.13% among 410,000. AID 624418;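 also: loss of luciferase light is scored as toxicity; potency is read from the fitted curve at half-maximal effect; % is scaled to controls: 0 for no effect and ±100 for the full control effect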
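1536-well qHTS counterscreen of the MLSMR; 200 cells/uL, 12 h pre-incubation, 23 nL cpd, 24 h at 37 deg C 5% CO2, luciferase detection reagent, 12 min RT, luminescence. Inhibition = undesired.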
KB-3-1 cytotox: KB-3-1 parental cell cytotoxicity; KB-3-1 viability, CellTiter-Glo ATP luminescence, 72 h; Potency, µM (top dose mostly 46.1 µM), without a hit: top-dose activity change, negative = cytotoxic, hits mostly cytotoxic; hit rate 1.4% among 400,000; AID 1347075; also: potency is read from the fitted curve at half-maximal effect; % is scaled to controls: 0 for no effect and ±100 for the full control effect; nearly all actives have a fitted effect of over 60% in size
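Cytotoxicity measured as CellTiter-Glo luminescence after 72 h at 37 C. Compound titrations were pinned onto drug-naive KB-3-1 parental adenocarcinoma cells grown in DMEM with 10% FBS, and normalized data fitted to concentration-response curves.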
An asterisk follows results filed as active; i = inactive; ? = inconclusive; . = not tested or not shown; [ ] = dose if it differs, or a comment. Unless noted, calls follow the shape of the dose curve; as a rule, active = well fitted curve in the direction sought with a large enough effect; inconclusive = small, poorly fitted or top-dose-only effect, or another doubt; inactive = no such curve, though single readings can be large; an effect the other way counts as inactive or inconclusive.

SMILES	D3 ag	IL-1B inflam inh	HT1080 IDH1KD tx	MCF10A rereplic	SW480 rerep	HT1080NT lethal	KB-V1 cytotox	GLP1R cytotox	KB-3-1 cytotox
COc1ccc(CNc2nc3nc(C)c(Cl)c(=O)n3[nH]2)cc1	-11	-1	4%	-1%	-4%	8%	1%	1%	13%
C=CCSc1nnc2nc3c(nn12)c1cc(C)ccc1n3CC=C	-4	-7	6%	-2%	-2%	-4%	0%	-12%	0%
CCCC[n+]1c2ccccc2cc2ccccc21	2	-101*	?	3%	?	23µM*	7%	120%[activator]	16µM*
Cc1cc(=O)n2c(n1)NC(=NCc1ccccc1)NC2c1ccccc1 (configuration not stated)	-18	.	10%	12%	-4%	7%	-7%	-7%	?
Cc1ccc(S(=O)(=O)NOCc2ccccc2)cc1	0	-9	-2%	8%	-19%	-1%	0%	1%	0%
COc1cc2[nH]c(C(=O)N3CCc4ccccc43)cc2c(OC)c1OC	1	-11	-5%	-1%	-12%	-11%	-5%	-2%	-13%
O=C(CN1CCN(C(=O)c2ccccc2F)CC1)Nc1ccc(Br)cc1	3	0	-5%	9%	0%	-11%	-2%	-13%	-24%
COc1ccccc1CNC(=O)C1(NC(=O)Nc2ccc(C)cc2)CCCCC1	0	?	-4%	0%	-7%	-7%	0%	-7%	?
Cc1ccc(NC(=O)NN2CCN(C)CC2)cc1C	4	-7	9%	-36%[inhibitor]	-23%	-1%	-3%	29%	0%
Cc1cnc(C(=O)Nc2ccc(C)c(S(=O)(=O)N(C)C)c2)cn1	-17	6	16%	-3%	-7%	15%	0%	7%	0%
Cc1nn(CCCC(=O)NCCCN2CCN(C)CC2)c(=O)c2c1sc1ccccc12	2	-9	1%	3%	?	-8%	-4%	-2%	-11%
O=C(NCc1ccccc1)c1cc(C2COCCN2C(=O)CCc2ccccc2)on1 (configuration not stated)	-5	-13	10%	.	.	21%	-4%	4%	0%

Brought forward from above: 2 entries, then new ones.
SMILES	D3 ag	IL-1B inflam inh	HT1080 IDH1KD tx	MCF10A rereplic	SW480 rerep	HT1080NT lethal	KB-V1 cytotox	GLP1R cytotox	KB-3-1 cytotox
Cc1nn(CCCC(=O)NCCCN2CCN(C)CC2)c(=O)c2c1sc1ccccc12	2	-9	1%	3%	?	-8%	-4%	-2%	-11%
O=C(NCc1ccccc1)c1cc(C2COCCN2C(=O)CCc2ccccc2)on1 (configuration not stated)	-5	-13	10%	.	.	21%	-4%	4%	0%
O=C(C[n+]1cccc2ccccc21)c1ccc([N+](=O)[O-])cc1	-6	55	?	?	22%	-2%	-6%	-26%	?
COc1ccc(OC)c(CN2CCN(C(=O)c3cccc4ccccc34)CC2)c1	-12	-9	0%	2%	6%	4%	-28%	-14%	0%
CCCNC(=O)C1(C)CCN(C(=O)c2cc(C(C)(C)C)nn2C)C1 (configuration not stated)	-7	23	19%	.	.	0%	?	6%	0%
COc1ccc(NS(=O)(=O)c2ccc(C)c(C(=O)NNC(=O)c3ccccc3O)c2)cc1	8	35	-22%	7%	?	-16%	0%	?	-5%
CC1(C)CC(=O)C=C(c2ccc(-c3ccc(S(C)(=O)=O)cc3)cc2)C1=O	1	24	-3%	.	.	-1%	0%	-26%	?
CCCn1c(SCC(=O)NCCc2ccccc2)nnc1C(C)C	0	5	24%	-12%	1%	?	-6%	-8%	11%
COC(=O)c1ccc(=O)n(-c2ccc(OC)cc2)c1	-16	-7	-4%	-2%	-1%	0%	5%	1%	0%
CCOc1ccc(C(=O)NC2CCN(CC(=O)NCc3cccs3)CC2)cc1	-2	-4	0%	-8%	-3%	-2%	?	-1%	0%
O=C(CNC(=O)c1cccs1)N/N=C/c1ccco1	1	-25	-3%	11%	-14%	2%	-9%	-5%	0%
COc1ccc(OC)c(NC(=O)c2c(NC(=O)CNCc3ccco3)sc3c2CCC3)c1	3	-10	10%	0%	0%	8%	-12%	-10%	-4%
Cc1ccc(NC(=O)CSCC(=O)N2CCN(C(=O)c3ccco3)CC2)cc1	2	-2	9%	4%	-4%	1%	0%	4%	19%
CSc1ccc(CCNC(=O)c2ccc(CS(=O)Cc3ccccc3Cl)o2)cc1 (configuration not stated)	11	-8	-3%	7%	5%	-3%	?	-21%	-16%
CCN(CC(=O)Nc1ccccc1C(F)(F)F)C(=O)CSCc1c(C)noc1C	-4	10	1%	0%	-4%	3%	?	-1%	0%
O=C(OCc1nc2ccccc2s1)c1ccc([N+](=O)[O-])o1	-4	9	-2%	11%	7%	-4%	1%	-6%	-1%
CCc1nc(CN(C)C(=O)C2CCC(=O)N(CCc3cccc(F)c3)C2)no1 (configuration not stated)	-2	i	8%	0%	-7%	4%	-15%	3%	0%
COc1ccc(OCC(=O)N/N=C(\C)c2cccs2)cc1	4	-21	4%	4%	3%	1%	-15%	7%	-21%
COc1ccc2c(c1)c([C@@H]1[C@H](C)[C@H]3CCCC[C@H]3CN1S(=O)(=O)c1ccc(C)cc1)cn2C	-4	34	-1%	-5%	-29%	0%	0%	2%	0%
COc1ccc(OC)c(C2CC(=O)Nc3ccc4ccccc4c32)c1 (configuration not stated)	10	.	.	.	.	.	-10%	-9%	11%
CCn1c(CNC(=O)c2ccc(OC)cc2)nnc1SC	-3	-4	12%	11%	-6%	14%	8%	-4%	9%
COc1ccc(CNC(=O)COc2ccc(S(=O)(=O)NC(C)C)cc2)cc1	2	-6	?	-10%	1%	-4%	?	9%	-5%
COc1ccccc1NC(=O)CSc1nc(-c2ccccc2F)nc2cc(=O)[nH]n12	-11	.	.	.	.	.	14%	-14%	2%
Cc1cc(O)cc2c1C(c1ccc(F)cc1)CC1(CC(C)(C)NC(=S)N1)O2 (configuration not stated)	-4	33	-14%	-2%	1%	-11%	11%	-5%	-8%
CCCCN=Cc1c(C)[nH]n(-c2ccccc2)c1=S	-4	-5	-2%	-3%	-5%	-1%	14%	0%	12%
CCC(C(=O)NCc1ccco1)N(C(=O)CNS(=O)(=O)c1ccccc1)C1CCCCC1 (configuration not stated)	0	-12	-3%	4.1µM*	7%	1%	?	-30%	15%
CCc1ccc(CNC(=O)c2ccc(NC(=O)N3CCCCc4ccccc43)cc2)cc1	5	.	.	.	.	.	7%	1%	4%
CCOCCc1nn2c(=O)cc(COC(=O)C3CCCCC3)nc2s1	9	.	.	.	.	.	13%	0%	-4%
CCOc1ccc(NC(=O)c2cccc(-n3cnnn3)c2)cc1	-3	4	-25%	10%	-2%	-5%	-23%	2%	5%
CCN(CC)c1ccc(/C=N/Nc2nn[nH]n2)cc1	7	8	0%	?	?	-13%	16%	-30%	2%
O=C(O)C1=C(C(=O)N2CCN(C(=O)c3ccco3)CC2)CCCC1	-5	15	-3%	-4%	-7%	7%	7%	3%	-1%
O=C(NNC(=O)C1CCCO1)c1ccc(Cl)cc1 (configuration not stated)	0	21	11%	-2%	-8%	-1%	20%	1%	4%
COc1ccc(Cl)cc1NC(=O)c1nnn(CC(=O)Nc2ccc(C)c(C)c2)c1N	6	18	6%	-1%	-34%[inhibitor]	?	?	3%	27%
CCCCCCCC[n+]1cccc(C(=O)N2c3c(nc(N)[nH]c3=O)NC(C)C2C)c1 (configuration not stated)	5	0	14%	14%	-5%	16%	1%	-1%	0%
O=C(CN1CCN(S(=O)(=O)c2ccc(F)cc2)CC1)Nc1ccc2c(c1)OCO2	-13	-7	-2%	-1%	-1%	-6%	-15%	-6%	-6%
CSCCC1NC(=O)N(CC(=O)Nc2ccc(Cl)c(S(=O)(=O)N3CCOCC3)c2)C1=O (configuration not stated)	-4	-14	-3%	14%	5%	-1%	0%	8%	-4%
Cc1nnc2n(c1=O)C(CS(=O)(=O)c1ccc3ccccc3c1)CS2 (configuration not stated)	0	14	2%	-8%	-11%	9%	2%	29%	-5%
CCSc1ncc(Cl)c(C(=O)Nc2ccc(S(=O)(=O)N3CCC(C)CC3)cc2)n1	-11	.	.	.	.	.	-13%	-7%	?
CCOC(=O)N1CCN(C(=O)CNC(=O)c2nn(-c3ccc(OC)c(OC)c3)c(=O)c3ccccc23)CC1	54*	22	8%	-9%	-2%	18%	-16%	1%	?
Nc1nc(NC(=O)CCC(=O)O)nn1-c1ccccc1	-5	-2	13%	-7%	-119%[inhibitor]	28%	0%	0%	-3%
CCOC(=O)c1oc2nc(C(C)C)c3c(c2c1N)CC(C)(C)OC3	2	10	9%	8%	-5%	13%	7%	-16%	17%
Cc1ccc(S(=O)(=O)c2cc3c(=O)n4cccc(C)c4nc3n(C3CCCCC3)c2=N)cc1	-4	18	14%	9%	-2%	26%	-5%	42%[activator]	-4%
CCOc1ccccc1-n1cc2c(c1-c1ccc(OC)cc1)c(=O)n(C)c(=O)n2C	-9	.	.	.	.	.	3%	1%	9%
CCCCN1C(=O)C(=O)N(CC(=O)Nc2cccc(C(C)=O)c2)C1=O	10	-12	2%	-3%	-15%	8%	-17%	2%	14%
O=C(NC1CCCC1)c1ccc(Cn2c(=O)[nH]c3ccsc3c2=O)cc1	-5	-9	-11%	1%	1%	-2%	-9%	6%	1%
O=S(=O)(Nc1cccc2cn[nH]c12)c1ccc(F)cc1	0	26	-17%	6%	-1%	-13%	20%	0%	-4%
CCCC(=O)c1ccc(N2CCOCC2)c(F)c1	-8	-22	0%	3%	4%	-1%	-12%	3%	-5%
CSc1ccccc1NC(=O)c1onc(C)c1Cl	1	18	4%	25%	1%	0%	8%	18%	8%
